TIM10 inh: growth inhibitors of isogenic TIM10 control yeast, primary screen, counter-screen for tim10-1 yeast inhibitor project, luminescence, uHTS | S. cerevisiae TIM10 strain growth, BacTiter-Glo luminescence, 24 h | inhibition, % at 10 µM | AID 463195, 2010 | 1.4% of 330,000 active;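 active means inhibition of 40% or more at the single tested concentration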;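 further: wild-type TIM10 isogenic control strain grown at permissive 25 °C; 0% = DMSO yeast wells and 100% = minimal medium wells without yeast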
mIAP inh: inhibitors of mouse IAP, primary screen, biochemical, luminescence, uHTS; inhibition, % at 10 µM; 0.2% of 330,000 active; intestinal alkaline phosphatase [Mus musculus]; purified mouse IAP, CDP-Star luminescence, 30 min;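 active means inhibition of at least 40% at 10 µM in the primary screen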;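 further: plate controls were DMSO with enzyme for no effect and no enzyme wells for full effect; values of inactives mirror those of a sister screen read the other way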
hIAP activ: human IAP activators, primary screen, biochemical, luminescence, uHTS; purified human IAP, CDP-Star luminescence, 30 min; active compounds read high; 1 = vehicle-only enzyme, 0 = enzyme-free background; activation factor at 10 µM; 0.16% of 330,000 active;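 active means activation factor of the enzyme at least 2-fold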; further: the source names both 10 and 20 µM as test concentration; values of inactives mirror those of a sister screen read the other way
Target sequence (P09923 whole entry, looked up): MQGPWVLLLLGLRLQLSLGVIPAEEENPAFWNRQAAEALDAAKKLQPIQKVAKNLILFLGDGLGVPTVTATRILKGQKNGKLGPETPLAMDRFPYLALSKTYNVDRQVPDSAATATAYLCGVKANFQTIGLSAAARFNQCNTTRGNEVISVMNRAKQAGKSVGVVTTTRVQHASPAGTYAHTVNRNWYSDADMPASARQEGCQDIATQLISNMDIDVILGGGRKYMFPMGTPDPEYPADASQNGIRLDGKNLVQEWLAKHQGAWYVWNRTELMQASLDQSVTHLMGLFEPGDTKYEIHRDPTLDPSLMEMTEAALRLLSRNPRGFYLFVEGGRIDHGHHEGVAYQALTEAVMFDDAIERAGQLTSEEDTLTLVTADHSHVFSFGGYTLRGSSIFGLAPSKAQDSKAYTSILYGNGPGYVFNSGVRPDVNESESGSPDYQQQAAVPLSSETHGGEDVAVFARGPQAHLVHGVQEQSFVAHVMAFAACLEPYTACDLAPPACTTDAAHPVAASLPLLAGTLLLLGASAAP
hIAP inh: human IAP inhibitors, primary screen, biochemical, luminescence, uHTS. inhibition, % at 10 µM. Intestinal-type alkaline phosphatase (Homo sapiens), P09923. purified IAP, CDP-Star luminescence, 30 min. 0.12% of 330,000 active;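 active means inhibition reaching a set limit with compound at 10 µM in the primary screen, cut at about 35% in these data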;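 further: plate controls were DMSO wells with enzyme for no effect and no-enzyme buffer wells for full effect; values of inactives mirror those of a sister screen read the other way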
Apaf1 inhib: inhibitors of human Apaf-1 apoptosome, primary screen, biochemical, DEVD-Rh110 fluorescence, uHTS. Apoptotic protease-activating factor 1 (Homo sapiens), O14727. reconstituted apoptosome caspase-3 activity. inhibition, % at 20 µM. 0.71% of 330,000 active. AID 489030, 2010; active means inhibition of at least 40% at 20 µM;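 further: plate controls were DMSO wells for no effect and DEVD-CHO caspase inhibitor wells for full effect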
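Material: biochemical Apaf-1 apoptosome reconstitution. Medium: Hepes buffer, pH 7.5. Also added: cytochrome c activation, bis-DEVD rhodamine 110 substrate. Timing: 30 min compound preincubation, 50 min activation, room temperature. Measured by: rhodamine 110 fluorescence at Ex 480/Em 540 nm.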
mIAP act: activators of mouse IAP, primary screen, biochemical, luminescence, uHTS | muIAP, CDP-Star luminescence, 30 min; active compounds read high; 1 = vehicle-only enzyme signal, 0 = enzyme-free wells | activation factor at 10 µM | 0.24% of 330,000 active | AID 2805, 2010;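 active means activation factor of at least 2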; further: the source names both 10 and 20 µM as test concentration; values of inactives mirror those of a sister screen read the other way
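Assay system: mouse IAP enzyme / Compound: DMSO-dissolved test compounds / Timing: 30 min, room temperature / Measured by: luminescence from enzymatic CDP-Star hydrolysis / Control set: DMSO-only wells, enzyme-free buffer wells as negative control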
tim10-1 inh: growth inhibitors of tim10-1 mutant yeast, primary screen, luminescence, uHTS | 2.2% of 330,000 active | inhibition, % at 20 µM | S. cerevisiae tim10-1 ts strain growth, BacTiter-Glo, 24 h;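 active means inhibition of at least 40%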;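 further: mutant grown at 25 °C; 0% = DMSO wells with yeast and 100% = wells holding no yeast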
ATG4B inhibitor: ATG4B protease inhibitors, primary screen, biochemical, fluorescence, uHTS. 0.51% of 340,000 active. Cysteine protease ATG4B (Homo sapiens), Q9Y4P1. ATG4B cleavage of LC3-PLA2, NBD-HPC fluorescence, 1 h. AID 504462, 2011. inhibition, % at 8.33 µM; in the data active means inhibition above about 40%
Target sequence (Q9Y4P1 whole entry, looked up): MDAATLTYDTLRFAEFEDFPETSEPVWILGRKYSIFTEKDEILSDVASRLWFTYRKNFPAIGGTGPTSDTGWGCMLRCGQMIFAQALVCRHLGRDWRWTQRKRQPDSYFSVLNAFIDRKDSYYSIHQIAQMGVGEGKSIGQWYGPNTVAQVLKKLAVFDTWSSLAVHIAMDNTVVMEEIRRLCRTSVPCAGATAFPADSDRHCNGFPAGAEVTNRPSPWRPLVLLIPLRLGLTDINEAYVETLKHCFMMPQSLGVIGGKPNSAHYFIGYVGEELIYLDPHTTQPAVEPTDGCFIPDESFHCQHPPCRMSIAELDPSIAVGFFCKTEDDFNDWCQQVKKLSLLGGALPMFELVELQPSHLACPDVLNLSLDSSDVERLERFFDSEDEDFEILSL
NALP3 yeast inh: NALP3 inflammasome inhibitors in reconstituted yeast, primary screen, luminescence, uHTS; 0.39% of 330,000 active; Yeast reconstituted NLRP3/ASC/caspase-1, beta-gal luminescence, 24 h; inhibition, % at 10 µM;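 active means inhibition of 50% or more; inactive means inhibition below 50%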;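 further: plate controls were induced DMSO wells for no effect and uninduced yeast grown without galactose for full effect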
* hit, by the source's call.

Results follow in this order: tim10-1 inh	Apaf1 inhib	hIAP activ	NALP3 yeast inh	mIAP inh	mIAP act	ATG4B inhibitor	TIM10 inh	hIAP inh
1: CN(C(=O)CN1C(=O)NC(C)(c2cccc(Br)c2)C1=O)C1CCCCC1 (centres undefined)
→ -5	-5	0.98	13	5	0.95	-9	4	2
2: Oc1ccc(CNc2ccccc2)c2cccnc12
→ 26	0	0.96	-62	-2	1	-2	5	4
3: O=C(Nc1cccc(F)c1)Nc1ccnn1C1CCN(C(=O)c2ccccn2)CC1
→ 12	1	1	4	3	0.97	-2	7	-1
4: COc1ccc(N2CCN(C(CNC(=O)c3ccco3)c3ccco3)CC2)cc1 (centres undefined)
→ -3	4	1	5	-2	1	4	-8	-4
5: O=C(N/C=N/OCc1cccc(C(F)(F)F)c1)N1OC[C@@H]2COc3ccc4ccccc4c3[C@@H]21
→ 26	11	1.1	2	-3	1	2	0	-14
6: COc1cc(C(=O)c2ccccc2Cl)c([N+](=O)[O-])cc1OC
→ 12	-10	0.86	13	1	0.99	7	3	14
7: Cc1ccccc1OCC(O)Cn1c2ccccc2c2ccccc21 (centres undefined)
→ 30	11	0.81	19	-10	1.1	21	24	18
8: COCCNC(=S)N1CCN(c2cccc(C)c2C)CC1
→ 22	-3	0.81	-8	9	0.91	1	-8	19
9: Cc1oc(-c2ccc(F)cc2)nc1CN1CCCC(C(=O)N2CCOCC2)C1 (centres undefined)
→ -5	-3	1.2	7	-1	1	23	-5	-21
10: N#Cc1cccc(C#N)c1NCC1CCCO1 (centres undefined)
→ 17	-3	1.1	-2	2	0.98	7	-14	-7
11: CC(NC(=O)CCCn1cc([N+](=O)[O-])cn1)c1ccccc1 (centres undefined)
→ 18	-4	1	-16	-6	1.1	-3	-17	-2
12: Cc1cc(C)nc(N/N=C/c2ccccc2)n1
→ 4	-19	0.78	-3	2	0.98	2	9	22
13: CC[C@@H](C)[C@H](NC(=O)Cc1c(C)c2c(cc(C)c3c(C)c(C)oc32)oc1=O)C(=O)O
→ 20	20	1	10	1	0.99	6	-4	-4
14: CCOC(=O)COc1ccc(/C=C2/C(=O)NN(c3ccc(F)cc3)C2=O)cc1OC
→ -41	9	0.85	8	-9	1.1	-1	-42	15
15: COC1(OC)N=C(N)C2(C#N)C(c3ccc4c(c3)OCO4)C12C#N (centres undefined)
→ 2	-3	1.1	-6	11	0.89	-1	9	-13

(next part)
Results follow in this order: tim10-1 inh	Apaf1 inhib	hIAP activ	NALP3 yeast inh	mIAP inh	mIAP act	ATG4B inhibitor	TIM10 inh	hIAP inh
16: CC(C)NC(=O)c1ccc(COc2cc(Cl)ccc2Cl)o1
→ 20	10	1.1	25	-6	1.1	-4	18	-5
17: Cc1ccc(N2C(=O)CC(Sc3ncccc3C(=O)O)C2=O)cc1 (centres undefined)
→ -11	-5	1.1	11	-9	1.1	-2	0	-11
18: O=C(CN1C(=O)c2ccc([N+](=O)[O-])cc2C1=O)Nc1nccs1
→ -10	-19	0.99	5	-2	1	-2	-7	1
19: CCOCCCn1c(=N)c(C(=O)NCCN2CCOCC2)cc2c(=O)n3cccc(C)c3nc21
→ 7	8	1	7	10	0.9	2	22	-3
20: O=C(NCCN1CCN(Cc2ccc([N+](=O)[O-])cc2)CC1)C(=O)Nc1ccccc1
→ -13	-6	0.92	10	-9	1.1	10	-14	8
21: COC(=O)CN1C(=O)[C@H]2[C@@H](c3ccc(C)o3)N3C(=O)CN(Cc4ccccn4)C(=O)[C@@]3(Cc3ccccc3)[C@H]2C1=O
→ -11	5	1.1	-2	-8	1.1	-3	-3	-8
22: O=C(N/N=C/c1ccc2c(c1)OCO2)c1ccc2ccccc2n1
→ -17	-6	1.6	24	10	0.9	-3	20	-56
23: CCOc1ccc(S(=O)(=O)N2CCC(C(=O)N3CCN(Cc4ccccc4)CC3)CC2)cc1
→ 9	13	1.4	16	0	1	2	5	-44
24: CCOC(=O)c1nnn(CC(=O)Nc2ccccc2)c1C(=O)OCC
→ 13	-14	1.2	-19	11	0.89	-5	3	-18
25: Cc1oc(-c2ccccc2Cl)nc1CS(=O)(=O)CC(=O)NC(C)c1ccccc1 (centres undefined)
→ 23	2	1	7	-7	1.1	-24	5	-3
26: Cn1c(N)c(C(=O)COC(=O)CNC(=O)c2ccccc2Cl)c(=O)n(C)c1=O
→ 12	-10	1.2	15	-6	1.1	-26	8	-22
27: CCn1cc(CN2CCC(C(=O)Nc3ccc(Oc4cccnc4)cc3)CC2)c(C)n1
→ -11	6	1	18	-2	1	-6	-3	-4
28: COc1ccc(C)cc1NC(=O)C(=O)NNC(=O)COc1ccc(Cl)cc1
→ -12	9	1.6	1	8	0.92	6	0	-65
29: CCCCC(=O)N(c1ccc(C)c(C)c1)C1C=CS(=O)(=O)C1 (centres undefined)
→ 14	-11	1.1	9	-8	1.1	-10	4	-13
30: CC(C)N(C(=O)N1CCC(c2nc(-c3ccncc3)no2)CC1)C(C)C
→ 25	2	0.91	14	-10	1.1	4	9	9

As entered above.
cpd 21 in NALP3 yeast inh shows -2
cpd 27 in Apaf1 inhib shows 6

Next part
Results follow in this order: tim10-1 inh	Apaf1 inhib	hIAP activ	NALP3 yeast inh	mIAP inh	mIAP act	ATG4B inhibitor	TIM10 inh	hIAP inh
31: Nc1ccc(C(=O)C(=O)c2ccccc2)cc1
→ 5	-1	1.3	-29	3	0.97	-5	-3	-26
32: O=C(CN1CCc2ccccc2C1)Nc1cccc(S(=O)(=O)N2CCOCC2)c1
→ 20	5	1.1	8	-11	1.1	-2	5	-9
33: CC(=O)Oc1c(C(=O)c2nnc(C)o2)c(=O)n(C)c2ccccc12
→ -4	1	1	1	0	1	0	10	0
34: CCOC(=O)c1ccccc1NC(=O)c1ccc2nc[nH]c2c1
→ 26	8	1.5	26	2	0.98	-19	2	-51
35: O=C(OCC(=O)N1CCN(C(=O)c2ccco2)CC1)c1sc2cc(F)ccc2c1Cl
→ 12	16	1.1	9	-16	1.2	-19	17	-15
36: Cc1cc(C)nc(-n2ncc3c2CC(c2cccc(Cl)c2)CC3=O)n1 (centres undefined)
→ -11	7	0.95	-4	0	1	-12	-24	5
37: COc1ccc(NC(=O)CCCCCN2C(=O)CCC2=O)cc1Cl
→ 2	-18	1	-5	9	0.91	7	8	-2
38: COC(=O)c1ccc(-c2nc3cc(N)ccc3o2)cc1
→ 9	-3	0.94	21	8	0.92	-6	12	6
39: O=C(Nc1nccs1)C1CCN(S(=O)(=O)c2cccnc2)CC1
→ 3	0	0.72	15	-2	1	4	-6	28
40: CS(=O)(=O)N1CCN(c2ccccc2NC(=S)NC(=O)c2ccco2)CC1
→ 36	8	0.93	14	11	0.89	5	11	7
41: O=C(CCc1ccccc1)N1CCN(CCO)CC1
→ -20	0	0.94	15	3	0.97	5	2	6
42: CC1=C(C(=O)OC(C)C)C(c2ccco2)NC(=O)N1 (centres undefined)
→ 0	1	0.98	20	1	0.99	-3	-5	2
43: CC(NC(=O)CCc1c[nH]c2ccccc12)c1ccccc1 (centres undefined)
→ 11	-8	0.96	13	-5	1	-3	-4	4
44: CCOc1ccc(Nc2nc(Cc3nnc(SCC(=O)N(CC)CC)n3C)cs2)cc1
→ 6	6	0.93	10	14	0.86	4	-9	7
45: CCOc1c(C#N)c(C#N)c2nc(C)cc(C)n12
→ 16	5	1.3	4	5	0.95	3	9	-29

(listing goes on)
Results follow in this order: tim10-1 inh	Apaf1 inhib	hIAP activ	NALP3 yeast inh	mIAP inh	mIAP act	ATG4B inhibitor	TIM10 inh	hIAP inh
46: Cc1ccc2nc3c(cc(C(=O)NC4CCCCC4)c(=N)n3C3CCCCC3)c(=O)n2c1
→ 19	32	0.75	30	12	0.88	-16	5	25
47: Cc1ccc2c(c1)N(C(=O)CCC(=O)NC1CCCCCC1)CCO2
→ 13	-2	0.87	4	9	0.91	-3	12	13
48: COc1cccc(-n2c(C)c3c(OC)cccc(=O)c3c2C)c1
→ 19	5	0.92	11	11	0.89	-2	11	8
49: Cc1ccc(S(=O)(=O)N(CCCO)Cc2cc3c(C)ccc(C)c3[nH]c2=O)cc1
→ 19	-8	0.69	-2	2	0.98	-8	5	31
50: O=C(CCn1nnc2ccccc2c1=O)NCC1CCC(C(=O)O)CC1 (centres undefined)
→ 8	-8	1	4	-6	1.1	-14	12	-4
51: ClCc1nc2ccccc2n1Cc1ccccc1
→ 34	12	1.4	9	16	0.84	-2	19	-36
52: Cc1ccc(-n2nnnc2SCC(=O)c2cc(C)n(-c3cc(C)on3)c2C)c(C)c1
→ 19	1	0.85	12	14	0.86	-7	17	15
53: Cn1c(C(=O)Nc2ccc3c(c2)OCCO3)cc2sccc21
→ 18	12	0.9	28	-4	1	8	56*	10
54: CCN(CC)c1ccc(NS(=O)(=O)c2ccc(-c3ccc(=O)[nH]n3)o2)c(C)c1
→ 21	7	1.3	20	-2	1	-10	1	-33
55: CCOc1c(Br)cc(CNc2ccc(N3CCOCC3)cc2)cc1OC
→ 1	-8	0.84	18	6	0.94	-8	7	16
56: COc1ccc(CCNC(=O)c2cc3ccccc3oc2=O)cc1
→ 4	3	0.96	1	-4	1	-4	4	4
57: O=C(O)CCC(=O)OCc1c(-c2ccccc2)ncc2ccccc12
→ 6	2	1.2	-3	6	0.94	0	1	-16
58: O=C1c2ccccc2C(O)N1c1ccc(Cl)cc1 (centres undefined)
→ -8	2	1	20	-1	1	-10	-9	0

Of the compounds above, these have an aryl methoxy group.
Results follow in this order: tim10-1 inh	Apaf1 inhib	hIAP activ	NALP3 yeast inh	mIAP inh	mIAP act	ATG4B inhibitor	TIM10 inh	hIAP inh
4: COc1ccc(N2CCN(C(CNC(=O)c3ccco3)c3ccco3)CC2)cc1 (centres undefined)
→ -3	4	1	5	-2	1	4	-8	-4
6: COc1cc(C(=O)c2ccccc2Cl)c([N+](=O)[O-])cc1OC
→ 12	-10	0.86	13	1	0.99	7	3	14
14: CCOC(=O)COc1ccc(/C=C2/C(=O)NN(c3ccc(F)cc3)C2=O)cc1OC
→ -41	9	0.85	8	-9	1.1	-1	-42	15
28: COc1ccc(C)cc1NC(=O)C(=O)NNC(=O)COc1ccc(Cl)cc1
→ -12	9	1.6	1	8	0.92	6	0	-65
37: COc1ccc(NC(=O)CCCCCN2C(=O)CCC2=O)cc1Cl
→ 2	-18	1	-5	9	0.91	7	8	-2
48: COc1cccc(-n2c(C)c3c(OC)cccc(=O)c3c2C)c1
→ 19	5	0.92	11	11	0.89	-2	11	8
55: CCOc1c(Br)cc(CNc2ccc(N3CCOCC3)cc2)cc1OC
→ 1	-8	0.84	18	6	0.94	-8	7	16
56: COc1ccc(CCNC(=O)c2cc3ccccc3oc2=O)cc1
→ 4	3	0.96	1	-4	1	-4	4	4

Bioassay records: PubChem BioAssay, Sanford-Burnham Center for Chemical Genomics
